# phage Ecoli inh = growth loss of phage-infected E. coli, primary screen, RecBCD inhibitor project, absorbance, with phage, HTS | inhibition, % at 11.9 µM | hit rate 0.26% among 360,000; in the data active = inhibition above about 11%
# Starred values were filed as active, the others as inactive.
SMILES	phage Ecoli inh
COc1ccc(-n2nnnc2C(c2cccc(OC)c2OC)N2CCN(C/C=C/c3ccccc3)CC2)cc1 (stereo unspecified)	2.6
O=C(O)c1ccc(CSc2nc3c(c(=O)[nH]2)CCC3)cc1	3.9
CC1=C(C(=O)N(C(C)C)C(C)C)CC(CC(=O)NC2CCCC2)C(=O)N1CCCN1CCCC1=O (stereo unspecified)	1.2
COC(=O)[C@@]12C[C@@H](CC(=O)NCc3cccs3)C(=O)N(Cc3ccco3)C1=CCC(C)(C)C2	0.9
O=c1ccc(-c2nc3ccccc3n2C(CCc2ccccc2)c2nc3ccccc3[nH]2)c[nH]1 (stereo unspecified)	1.5
N#Cc1ccc(S(=O)(=O)N2CCCc3nc(-c4ccc(F)cc4)ccc32)cc1	4.4
CCc1nc2ccc(C(=O)NCCCN3CCCC3=O)cn2c1N(CCC(C)C)CCN(C)C	0.5
COC(=O)c1c(-c2ccc(OC)cc2)c2c(c3c4cc(F)ccc4n(S(=O)(=O)c4ccc(C)cc4)c13)C(=O)N(C)C2	3.8
CC(=O)OC[C@@H]1CN(Cc2ccccc2)C[C@H](n2cnc3c(NC(C)C)ncnc32)O1	0.1
CC(=O)Nc1ccc(-c2ccnc3c2CC(C)(C(=O)NCc2ccc(N4CCN(C)CC4)cc2)O3)cc1 (stereo unspecified)	2.5
CCCCCNC(=O)C(c1cccc2ccccc12)n1c(=O)c(-c2cc3ccccc3[nH]2)nc2ccccc21 (stereo unspecified)	5.2
CC(C)[C@@H](C)/C=C/[C@@H](C)[C@H]1CC[C@@H]2[C@]1(C)CCC1[C@]23C=C[C@]2(C[C@@H](O)CC[C@]12C)N(c1ccc(F)cn1)O3 (stereo partly specified)	2.3

# Brought forward from above: four entries; new compounds follow.
SMILES	phage Ecoli inh
CC(=O)OC[C@@H]1CN(Cc2ccccc2)C[C@H](n2cnc3c(NC(C)C)ncnc32)O1	0.1
CC(=O)Nc1ccc(-c2ccnc3c2CC(C)(C(=O)NCc2ccc(N4CCN(C)CC4)cc2)O3)cc1 (stereo unspecified)	2.5
CCCCCNC(=O)C(c1cccc2ccccc12)n1c(=O)c(-c2cc3ccccc3[nH]2)nc2ccccc21 (stereo unspecified)	5.2
CC(C)[C@@H](C)/C=C/[C@@H](C)[C@H]1CC[C@@H]2[C@]1(C)CCC1[C@]23C=C[C@]2(C[C@@H](O)CC[C@]12C)N(c1ccc(F)cn1)O3 (stereo partly specified)	2.3
CCc1c(-c2ccccc2Br)ncn1CCc1ccccc1OC	2.4
CC(C)(C(=O)N1CCC1(C)C(=O)NS(=O)(=O)c1cccc(Cl)c1)c1ccccc1 (stereo unspecified)	4.8
Cc1cc2c(c(=O)o1)[C@@]1(C(=O)N(c3ccccc3)c3ccccc31)C1=C(CCCC1=O)O2	3.8
OC(c1ccccc1)c1ncc(-c2ccc(C(F)(F)F)cc2)[nH]1 (stereo unspecified)	4.9
CC1(C(=O)NS(=O)(=O)c2ccc(Cl)s2)CCN1C(=O)C1(c2ccc(Cl)cc2)CCC1 (stereo unspecified)	4.2
C[C@H](O)[C@@H]1C(=O)N2CCc3c([nH]c4cccc(-c5ccccc5)c34)[C@@H]2C[C@@H]1N(C)C(=O)c1ccccc1	1.3
CC1(C(=O)Nc2cccc(OC(F)(F)F)c2)Cc2c(-c3ccc4c(c3)OCO4)ccnc2O1 (stereo unspecified)	4.1
Cc1cc2c(nc1C)CCCN2S(=O)(=O)c1cccs1	2.4
C=CCNc1nc2cc(-c3ccccc3C)sc2c(=O)n1C	2.4
O=C(NCc1ccccc1)C(c1cccc2ccccc12)n1c(=O)c(-c2ccccc2)nc2ccccc21 (stereo unspecified)	1.4
COC(=O)[C@]12CCCCC=C1N(Cc1ccccc1)C(=O)[C@H](CC(=O)NCc1ccc(C)o1)C2	1.2
CCCN1CCCCC(NC(=O)c2ccccc2OC)C1=O (stereo unspecified)	3.6
CCC(=O)Nc1ccc2c(c1)OC[C@@H](C)N(Cc1ccccc1F)C[C@@H](C)[C@@H](OC)CN(C)C2=O	0.0
COc1ccc(OC)c(NC(=O)Nc2nc(CN(C)C)cs2)c1	0.5
CCOC(=O)CNC(=O)N(C)[C@H]1C[C@H]2c3[nH]c4c(-c5ccccc5)cccc4c3CCN2C(=O)[C@H]1[C@H](C)O	0.6
COC(=O)N1C2CCCCC2=NN(c2ccccc2)N1C(=O)OC (stereo unspecified)	3.7
Cc1nc2c(OCc3ccc(C(F)(F)F)cc3)cccn2c1N(C)CC1CC1	4.3
COc1cc(Cl)ccc1OC1(C)CCN(Cc2cccn2-c2nccs2)C1 (stereo unspecified)	4.5
COc1cc(CNC(=O)Nc2nc(C(N)Cc3ccc(Cl)cc3)cs2)cc(OC)c1OC (stereo unspecified)	1.6
COc1cc(OC)cc(-c2noc(-c3csc([C@@H]4C[C@H](O)[C@@H](CO)O4)n3)n2)c1	5.0
CC(C)C[C@H](NC(=O)c1ccccc1)C(=O)N1CCC[C@H]1C(=O)NCc1ccccc1	3.1
CC(=O)Nc1cc(-c2cccc(CO)c2)cn2c(-c3ccc(C(C)=O)cc3)cnc12	2.5
CC1(C(=O)NS(=O)(=O)Cc2ccccc2C(F)(F)F)CCN1C(=O)Cc1cccs1 (stereo unspecified)	-0.6
COCCN1C[C@@H](CO)O[C@@H](n2cnc3c(NCc4ccco4)ncnc32)C1	0.6
CCOC(=O)C1CCCN(C(=O)c2c(-c3ccccc3)noc2C)CC1 (stereo unspecified)	3.5
CC(C)(C)c1ccc(C(=O)N2CCC2(C)C(=O)NCC(F)(F)F)cc1 (stereo unspecified)	1.5
COCCCN1C(=O)C(CC(=O)NCCCN(C)C)CC(C(=O)N2CCCCCC2)=C1C (stereo unspecified)	2.4
C#CCNC(=O)C[C@@H]1C[C@@]2(C(=O)OCC)CCCC=C2N(Cc2cccc3ccccc23)C1=O	0.9
CCCCNc1ccc2c(c1)OC[C@@H](C)NS2(=O)=O	-0.2
OCCN1CCN(c2cc(-c3ccc4ccccc4c3)nc3ccnn23)CC1	0.7
CCOC(=O)N(C)c1c(CC)nc2c(OCc3ccc(Cl)cc3)cccn12	5.7
Cc1noc(C)c1NC(=O)N1C[C@H](O)COC[C@H]2O[C@@H](CC(=O)NCC3CCCCC3)CC[C@@H]21	-2.1
Cc1ccc(CC2(C)C(=O)Nc3c(Cl)cccc32)cc1 (stereo unspecified)	3.3
S=C(NCCCc1cnc[nH]1)NCCCN(Cc1ccc(Cl)c(Cl)c1)c1ccc(Br)cn1	8.0
CCC(=O)N1CCCC(C)(C(=O)Nc2nccc3cccnc23)C1 (stereo unspecified)	1.7
COCCNC(=O)C1(C)Cc2c(-c3ccc4c(c3)OCO4)ccnc2O1 (stereo unspecified)	4.1

# Next section (3 carried over from the part before).
SMILES	phage Ecoli inh
S=C(NCCCc1cnc[nH]1)NCCCN(Cc1ccc(Cl)c(Cl)c1)c1ccc(Br)cn1	8.0
CCC(=O)N1CCCC(C)(C(=O)Nc2nccc3cccnc23)C1 (stereo unspecified)	1.7
COCCNC(=O)C1(C)Cc2c(-c3ccc4c(c3)OCO4)ccnc2O1 (stereo unspecified)	4.1
COCCNC(=O)C1(C)CCN(C(=O)c2cc(C)n(C(C)(C)C)n2)C1 (stereo unspecified)	-0.8
CCC(c1nc2ccccc2[nH]1)N(C(=O)C1=NNC(=O)CC1)c1ccccc1 (stereo unspecified)	3.9
CC(=O)Oc1ccc(Cn2c(C)c(C(=O)NCCC#N)sc2=O)cc1	0.9
CC(C)C[C@H](NC(=O)C1CCCC1)C(=O)N1CCC[C@H]1C(=O)NCc1ccccc1	0.2
CCOC(=O)C1(C)CCN1C(=O)c1cc2ccccc2s1 (stereo unspecified)	3.3
C=CCN=C1NC(c2cccc(C(F)(F)F)c2)C(C(=O)OC)=C(C)N1Cc1ccccc1C(F)(F)F (stereo unspecified)	6.0
CCOC(=O)N1CCN(C(c2ccnc3ccccc23)c2nnnn2-c2ccc3c(c2)OCCO3)CC1 (stereo unspecified)	2.7
COc1ccc(-c2cnc(C(O)c3ccc(C(C)(C)C)cc3)[nH]2)cc1 (stereo unspecified)	5.8
CCOC(=O)C1=CCN(S(=O)(=O)c2ccc(Cl)cc2)C1c1ccc(Cl)c(Cl)c1 (stereo unspecified)	3.4
COc1cccc(C(=O)N2CCC2(C)C(=O)NC(C)C)c1 (stereo unspecified)	4.1
CCN1CCN(C(C(=O)NC2CCCCC2)c2ccnc3ccccc23)CC1 (stereo unspecified)	1.3
CCN1C(=O)N[C@H]2C[C@H](C(=O)N3CCCC3)[C@H](C)[C@H](c3ccccc3)C[C@H]21	0.7
COCCN(Cc1ccc(OC)cc1)c1c(C)nc2ccc(C(=O)Nc3ccc(NC(C)=O)cc3)cn12	2.5
Cc1ccccc1-c1csc(C(O)c2ccc(F)c(F)c2)n1 (stereo unspecified)	3.9
Cc1cccc(C)c1NC(=O)C1(C)CSCC(=O)N1CCOc1ccccc1 (stereo unspecified)	-0.4
CCc1nc2c(OCC(=O)c3ccc(Cl)cc3Cl)cccn2c1N(C=O)Cc1ccccc1	2.0
CC(=O)NC(C)(c1ccccc1)c1nc(-c2cccc3cccnc23)cs1 (stereo unspecified)	4.1
COc1cc2c(cc1OC)[C@@]1(c3ccccc3)CCCC[C@H]1[C@@H]2NC(=O)C(F)(F)F	2.3
CCc1nc2ccc(C(=O)Nc3cccc(OC)c3)cn2c1N(CC)CCN(C)C	2.5
O=C(Nc1ccc2c(c1)OCCO2)C1C(c2ccccc2)=Nc2ccccc2N1C(=O)c1cccnc1 (stereo unspecified)	3.0
COc1ccc(CNC(=O)N(C)C[C@@H]2OCc3ccccc3-c3c(n(C)c4ccccc34)C(=O)N([C@@H](C)CO)C[C@@H]2C)cc1	-0.2
Cc1ccc(C2NC(=O)c3[nH]nc(-c4ccccc4)c32)cc1 (stereo unspecified)	1.9
COC(=O)C1=C(C)N(Cc2ccccc2C(F)(F)F)C(=NCc2ccccc2)NC1CCc1ccccc1 (stereo unspecified)	3.8
O=C(C[C@H]1CC[C@H]2[C@@H](COC[C@@H](O)CN2C(=O)c2cnccn2)O1)NCc1ccc(Oc2ccccc2)cc1	3.0
O=C(NC1CC1)c1[nH]c(C(F)(F)F)nc1-c1ccccc1	0.9
CCN(CC)CCCN1C(=O)C(=O)/C(=C(/O)c2ccc3c(c2)OCCO3)C1c1ccc(C)o1 (stereo unspecified)	3.3
O=S1(=O)C[C@H](N2CCN(CCO)CC2)[C@@H](COCc2ccccc2)N1	-0.9
CC(C)(C)NC(=O)C(c1cccc2ccccc12)n1c(=O)c(-c2ccccc2)nc2ccccc21 (stereo unspecified)	0.2
CC(=O)Oc1ccccc1Cn1c(C)c(C(=O)N(C)Cc2ccc(F)cc2)sc1=O	2.9
CC(C)NC(=O)C1(C)CCN1Cc1ccc(Cl)cc1 (stereo unspecified)	1.5
O=C(NCc1ccccc1)[C@@H]1CCCN1C(=O)[C@H]1CCCN1C(=O)N1CCCCC1	4.9
CCN=C1NC(c2ccc(C(F)(F)F)cc2)C(C(=O)OC)=C(C)N1Cc1cccc(C(F)(F)F)c1 (stereo unspecified)	4.4
CC(C)(C)C(C(=O)NCc1ccccc1)N1CCN(CCN2CCOCC2)CC1 (stereo unspecified)	0.8
CN(C)c1ccc(CC(=O)N2CCCC(c3cc(C(=O)Nc4ccc(F)c(Cl)c4)no3)C2)cc1 (stereo unspecified)	1.1
CC(C)(C)C1CCC(=O)N2CCC[C@]2(c2ccccc2)C1 (stereo partly specified)	-0.4
CC1(C(=O)O)CCCN(C(=O)C2(c3ccc(Cl)cc3)CCCC2)C1 (stereo unspecified)	0.1

# Structures listed so far containing a cyano group:
SMILES	phage Ecoli inh
N#Cc1ccc(S(=O)(=O)N2CCCc3nc(-c4ccc(F)cc4)ccc32)cc1	4.4
CC(=O)Oc1ccc(Cn2c(C)c(C(=O)NCCC#N)sc2=O)cc1	0.9

# The list goes on:
SMILES	phage Ecoli inh
O=C(NCc1ccccc1)C1C(c2ccccc2)=Nc2ccccc2N1C(=O)c1ccncc1 (stereo unspecified)	3.0
COC(=O)C1=CN(c2ccc(C(C)(C)C)cc2)C(N)=C(C#N)C1c1cccc([N+](=O)[O-])c1 (stereo unspecified)	1.4
Cc1ccc(C)c(N2CCN(C(C(=O)NC3CCCC3)c3ccco3)CC2)c1 (stereo unspecified)	1.6
CCCCn1nnnc1C1(C)CCC(=O)N1Cc1ccc(F)cc1 (stereo unspecified)	3.8
CCOC(=O)C1=CCN(S(=O)(=O)c2ccc(Cl)cc2)C1c1cccc(C)c1 (stereo unspecified)	2.0
C=Cc1ccc(Cn2c(C)c(C(=O)NCc3ccc4c(c3)OCO4)sc2=O)cc1	1.7
COc1cc(CNC(=O)c2cc(-c3ccc(OC)cc3C)n[nH]2)cc(OC)c1	4.7
COc1ccccc1CNC(=O)C1(C)CCN1Cc1ccc(OC(F)(F)F)cc1 (stereo unspecified)	1.6
CCCc1ccc(C(O)c2ncc(-c3cccc(C)c3)[nH]2)cc1 (stereo unspecified)	6.9
CCCCN1C(=O)C(CC(=O)NCCCCc2ccccc2)CC(C(=O)N2CCCCCC2)=C1C (stereo unspecified)	2.7
CCCCCCCCN1C(=O)[C@H](CC(=O)N2CCN(C(=O)C3CC3)CC2)C[C@@]2(C(=O)OC)CCCCC=C12	-1.4
CC(C)c1[nH]nc2c1C(c1ccccc1)N(c1ccccc1)C2=O (stereo unspecified)	3.3
CCOC(=O)[C@]12CCCC=C1N(Cc1ccc(Cl)cc1Cl)C(=O)[C@H](CC(=O)NCc1cccc(C(F)(F)F)c1)C2	-0.8
COC1=Nc2ccccc2N2CCN=C12	1.1
COc1ccccc1Cc1c(-c2ccco2)nc2ccc(Cl)cn12	3.3
CCOC(=O)C1=CCN(S(=O)(=O)c2ccc(F)cc2)C1c1cccc(F)c1 (stereo unspecified)	2.9
COc1ccc(OCCN2CCC(C(=O)NC(c3ccc(OC)cc3)c3ccccn3)CC2)cc1 (stereo unspecified)	2.2
Cc1ccc2oc(NC3=NC4(CCCC4)C4=C(CCCC4=O)N3)nc2c1	2.3

# Bioassay records (PubChem BioAssay)

# This is a subset; count on the stated rates, not on these rows.
